Screening results: PubChem, National Center for Advancing Translational Sciences (NCATS)
KCNH2 3.1 block = blocks the human KCNH2 3.1 channel isoform. U2OS KCNH2 3.1, thallium flux FluxOr; hits give low values. activity change, % (tested at about 1.8 µM). 0.95% of 340,000 active;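 active means maximum activity change below -70%; inconclusive means maximum activity change from -70% to -50%; inactive means maximum activity change above -50%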;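 further: thallium influx rate constant from kinetic fluorescence after stimulation buffer; on the % scale 0 is the no-effect control and ±100 the full control effect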
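FluxOr-based Tl+ influx in U2OS cells transduced with KCNH2 3.1 virus; rate constants normalized to DMSO controls.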
TCR activator = activators of T cell receptors | primary human leukocytes, anti-CD3, IL-2 HTRF, 48 h | Potency, µM (titrated, usually from 9.22 µM), inactives show at the top dose activation of IL-2 secretion, actives largely listed as activators | 330,000 tested, under 10 active | AID 504894; further: % of control where 0% means no effect
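Activity was scored as IL-2 release from primary human leukocytes given only a TCR signal (a-CD3 beads) plus compound for 48 hr. Detection used a two-antibody HTRF format read at 665nm.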
TSHR antagonist = antagonists of human thyroid stimulating hormone receptor. P16473. TSHR-expressing cells, TSH-stimulated cAMP HTRF, 2 h; hits give low values. activity change, negative = inhibition, % at 11.5 µM. 0.2% of 330,000 active. AID 504810;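 active means activity change below a set negative limit, meaning inhibition stronger than a set level, cut at about -70% in these data; inconclusive means activity change between two set negative limits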; further: on the % scale 0 is the no-effect control and ±100 the full control effect
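Inhibition of cAMP made by TSHR-expressing cells under TSH stimulation (4nM final, EC80; 2 h, 37 deg C) is quantified with a one-step lysis HTRF kit, anti-cAMP cryptate versus cAMP-d2.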
Mito fusion act = mitochondrial division inhibition or fusion activation | S. cerevisiae fusion-defective mutant growth rescue, CellTiterGlo 48 h | Potency, µM (series often up to 46.1 µM), inactives show top-dose growth rescue (activation), most hits filed as activators | 0.23% of 320,000 active;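 further: potency means the concentration at half of the fitted maximal effect; % of control where 0% means no effect; nearly all actives have a fitted effect of over 45% in size; temperature-sensitive fusion mutants such as fzo1-1 at 37 °C on non-fermentable ethanol glycerol medium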
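Yeast fusion mutant, YPEG (non-fermentable carbon), compound, 48 h at 37C non-permissive; CellTiterGlo added, 10 min RT, luminescence read. Rescued growth = division inhibition.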
USP2a block = blocks human ubiquitin-specific protease USP2a; O75604; USP2 core, Ub-CHOP2 coupled fluorogenic reporter, 485/531; Potency, µM (top dose mostly 38.3 µM), for inactives: at the highest dose activity change, negative = inhibition, most hits filed as inhibitors; 0.01% of 330,000 active; AID 463254;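 further: potency means the concentration at half of the fitted maximal effect; plate controls were DMSO wells for no effect and full inhibition by NEM control for full effect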
Target sequence (O75604 whole entry, looked up): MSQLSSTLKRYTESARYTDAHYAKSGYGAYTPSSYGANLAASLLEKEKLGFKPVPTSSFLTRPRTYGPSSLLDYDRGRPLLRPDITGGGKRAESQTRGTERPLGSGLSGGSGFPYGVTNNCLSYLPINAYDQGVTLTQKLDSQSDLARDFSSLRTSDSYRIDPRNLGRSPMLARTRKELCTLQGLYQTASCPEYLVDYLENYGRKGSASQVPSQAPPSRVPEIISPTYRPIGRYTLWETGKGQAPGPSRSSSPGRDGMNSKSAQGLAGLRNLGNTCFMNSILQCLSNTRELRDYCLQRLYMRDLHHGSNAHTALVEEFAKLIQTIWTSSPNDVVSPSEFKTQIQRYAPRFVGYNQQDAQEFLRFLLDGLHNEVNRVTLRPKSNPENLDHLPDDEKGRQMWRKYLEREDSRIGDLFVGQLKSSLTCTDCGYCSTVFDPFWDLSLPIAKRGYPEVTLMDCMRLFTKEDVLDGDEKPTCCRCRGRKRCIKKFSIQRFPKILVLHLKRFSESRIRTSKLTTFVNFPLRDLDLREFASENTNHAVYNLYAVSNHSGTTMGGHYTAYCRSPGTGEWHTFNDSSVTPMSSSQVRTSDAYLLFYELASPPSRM
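Deubiquitinase activity read as fluorescence (485/531 nm) after Ub-CHOP2 cleavage activates the enterokinase reporter on its substrate; USP2 core 10nM, Ub-CHOP2 and substrate 25nM each, 30min compound preincubation then 60min RT; data normalized to NEM, curves fitted.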
hERG WT inh = blocks the wildtype human KCNH2 potassium channel | AID 720551 | Q12809 | 0.37% of 340,000 active | activity change, % at 1.84 µM | U2OS, BacMam KCNH2, thallium flux FluxOr; hits give low values;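 active means maximum activity change below -70%; inconclusive means maximum activity change between -70% and -50%; inactive means maximum activity change above -50%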; further: on the % scale 0 is the no-effect control and ±100 the full control effect
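U2OS cells transduced with wild-type KCNH2 virus are loaded with FluxOr dye for 45 min, and thallium flux is measured in kinetic reads before and after stimulation buffer. Rate constants are normalized to DMSO controls.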
ELG1 DNA repair = inhibitors of ELG1-dependent DNA repair in HEK293T cells; AID 504467; 2.3% of 330,000 active; Potency, µM (doses to about 46.1 µM), for the others: top-dose activity change, negative = inhibition, actives largely listed as inhibitors; HEK293T ELG1-luciferase reporter, luminescence, 16 h; DNA damage induced by 5-fluorouridine; further: potency means the concentration at half of the fitted maximal effect; on the % scale 0 is the no-effect control and ±100 the full control effect; nearly all actives have a fitted effect of over 55% in size
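Step one: seed 2,000 cells per well. Step two: pin-transfer compound or DMSO alongside 5-fluorouridine. Step three: incubate 16 hr, 37 °C, 5% CO2. Step four: add ONE-Glo, wait 30 min, read luminescence.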
TRPV1 ag = activates the human vanilloid receptor TRPV1; Q8NER1; TRPV1-expressing cells, Fluo-8 calcium influx, agonist mode; activation, % at 8.33 µM; 0.19% of 320,000 active; in the data active means activation above about 80%; inconclusive means between about 30% and that limit; further: 0% is about no effect
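TRPV1-expressing cells were cultured overnight at 35.5C and loaded with Fluo-8 calcium dye for 40 to 90 min at room temperature. After a 10 s baseline, compound was added and calcium influx was read kinetically for 3 min (ex 480/em 520 nm).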
A-T KAP1 phos = candidate therapy for ataxia-telangiectasia; […] A-T fibroblasts, KAP-1 phosphorylation AlphaLISA; neocarzinostatin DNA damage 30 min before lysis; 0.19% of 320,000 active; Potency, µM (series often up to 57.5 µM), without a hit: at the highest dose activation, most hits filed as activators; AID 485349; further: potency means the concentration at half of the fitted maximal effect; % of control where 0% means no effect; nearly all actives have a fitted effect of over 45% in size
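hTERT-immortalized A-T patient fibroblasts ([…]), 500 cells/well in OPTI-MEM, 1% FBS, got compounds for 60 min, then NCS for 30 min at 37C. Lysates were then assayed for phospho-KAP-1 by AlphaLISA (anti-pKAP1 donor, anti-KAP1 acceptor beads), 6 hr at 25C.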
Eya2 inh = inhibitors of human Eya2 phosphatase activity | O00167 | recombinant Eya2, OMFP fluorescence dephosphorylation (OMFP is methylfluorescein phosphate) | Potency, µM (doses to about 76.9 µM), without a hit: top-dose activity, negative = inhibition, actives largely listed as inhibitors | 0.006% of 330,000 active; further: potency means the concentration at half of the fitted maximal effect; on the % scale 0 is the no-effect control and ±100 the full control effect
Target sequence (O00167 whole entry, looked up): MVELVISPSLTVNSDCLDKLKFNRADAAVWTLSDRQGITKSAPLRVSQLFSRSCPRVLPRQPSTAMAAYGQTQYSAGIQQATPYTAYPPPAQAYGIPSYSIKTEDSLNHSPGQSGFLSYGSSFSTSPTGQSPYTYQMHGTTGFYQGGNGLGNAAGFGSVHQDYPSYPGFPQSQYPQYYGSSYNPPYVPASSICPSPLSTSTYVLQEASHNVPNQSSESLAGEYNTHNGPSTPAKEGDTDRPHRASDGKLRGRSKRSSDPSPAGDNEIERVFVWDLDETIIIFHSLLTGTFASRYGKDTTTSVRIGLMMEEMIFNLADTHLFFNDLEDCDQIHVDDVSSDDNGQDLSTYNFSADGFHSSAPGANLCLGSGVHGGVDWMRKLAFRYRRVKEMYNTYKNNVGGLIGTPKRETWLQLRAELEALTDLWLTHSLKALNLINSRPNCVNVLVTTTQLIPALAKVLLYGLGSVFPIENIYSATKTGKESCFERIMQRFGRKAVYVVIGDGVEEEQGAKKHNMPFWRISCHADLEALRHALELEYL
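Eya2 (0.2 uM) preincubated 10 min at ambient with compound, then OMFP substrate added at 50 uM; 10 min reaction in 50 mM HEPES pH 7.5, 50 mM NaCl, 5 uM MgCl2, 0.05% BSA, 1 mM DTT. Fluorescence read at Ex 485/Em 525 nm.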
An asterisk follows results filed as active; ? = inconclusive; nt = no result given; [ ] = another dose, or the depositor's remark. Unless noted, the call rests on the fitted dose curve; in most records, active means well fitted curve in the direction sought with a large enough effect; inconclusive means small, poorly fitted or top-dose-only effect, or another doubt; inactive means no such curve, though single readings can be large; an effect the other way counts as inactive or inconclusive.

SMILES	KCNH2 3.1 block	TCR activator	TSHR antagonist	Mito fusion act	USP2a block	hERG WT inh	ELG1 DNA repair	TRPV1 ag	A-T KAP1 phos	Eya2 inh
CCCNC(=O)c1onc(CSc2ccc(F)cc2)c1C(=O)NC(C)C	nt	-5%	-1	8%	0%	nt	3%	?	-7%	-8%
CCOc1ccc2oc(C(=O)OCC(=O)NC3CCCCC3)c(C)c2c1	14	8%	-14	7%	0%	-23	20%	5	5%	-19%
COc1ccc(C(CC(=O)O)NC(=O)C(c2ccccc2)c2ccccc2)cc1 (stereo not drawn)	-5	-1%	-4	-5%	2%	-4	3%	0	-4%	12%
CCCNC(=O)COC(=O)c1ccc(S(=O)(=O)N2CCCC2)cc1	13	7%	-4	-9%	0%	-8	1%	-2	13%	4%
O=[N+]([O-])c1cc(-c2nc(-c3ccncc3)no2)ccc1Cl	10	-4%[46.1 µM]	-31	-13%	2%	-9	?	3	-3%	-2%
CC(C)Cn1c2nc3ccccc3nc2c2c(=O)n(CCN3CCOCC3)cnc21	0	-2%	-9	-1%	0%	-12	?	0	-1%	-10%
CC1Sc2ccc(S(=O)(=O)N3CCC(C(=O)N4CCN(C)CC4)CC3)cc2NC1=O (stereo not drawn)	0	7%	11	0%	2%	-5	1%	-2	-9%	-2%
COc1cccc(CNC(=O)C(NS(=O)(=O)c2ccc3c(c2)CCN3C(C)=O)C(C)C)c1 (stereo not drawn)	1	-2%	17	-16%	-1%	-26	?	12	11%	2%
Cc1ccc(-c2csc3ncnc(SCc4ccc(C(=O)O)cc4)c23)cc1	-12	-3%	-20	3%	1%	-15	-3%	8	-3%	3%
Cc1cc(Cl)ccc1C(=O)C1CCCN(C(=O)c2cnn(C(C)C)c2)C1 (stereo not drawn)	-6	-5%	-6	0%	1%	5	0%	?	nt	12%
COC(=O)C(NC(=O)c1ccccc1)=C(C)C	-2	-3%	-4	-2%	2%	-13	-4%	0	3%	2%
C/C(=N\Nc1nc2c(s1)CCCC2)c1ccccc1	16	nt	5	-10%	-1%	4	?	15	1%	-4%
Cc1ccc(CNC(=O)C2CCCN(S(=O)(=O)c3cccnc3)C2)cc1 (stereo not drawn)	-15	-2%	-9	-2%	1%	5	-2%	3	6%	-9%
Cc1cccc(N2C(=O)N3[C@H](c4ccc(F)cc4)[C@@H]4C(=O)N(C5CCCCC5)C(=O)[C@@H]4[C@]3(Cc3ccccc3)C2=O)c1	-81*	-3%	-11	-2%	2%	0	-3%	-1	-8%	-7%
CCOc1ccc(C(=O)Nc2ccc(NC(=O)c3ccccc3)c(C)c2)cc1[N+](=O)[O-]	?	1%	6	2%	1%	20	-4%	-1	6%	-8%
CCN(CC(=O)Nc1c(F)cccc1F)C(=O)CNC(=O)c1cccc(C)c1	-3	-2%	6	1%	0%	-3	11%	-1	-10%	4%
CCOc1ccccc1OCC(O)CNC (stereo not drawn)	-7	9%	nt	2%	nt	-1	nt	-1	nt	nt
Cc1c(NC(=O)CN(C)CC(=O)Nc2ccc(F)c(F)c2F)c(=O)n(-c2ccccc2)n1C	nt	-3%[46.1 µM]	2	nt	3%	-2	-2%	nt	17%	-7%
O=C(Nc1ccc(F)cc1F)NC1CCN(Cc2c(F)cccc2Cl)CC1	3	2%	-7	5%	0%	7	?	nt	-11%	10%
Cc1ccccc1OCC(O)CN1CCCCC1 (stereo not drawn)	2	0%	0	10%	2%	22	4%	16	6%	-2%

Random excerpt: two records from the list.
SMILES	KCNH2 3.1 block	TCR activator	TSHR antagonist	Mito fusion act	USP2a block	hERG WT inh	ELG1 DNA repair	TRPV1 ag	A-T KAP1 phos	Eya2 inh
Cc1ccc(CNC(=O)C2CCCN(S(=O)(=O)c3cccnc3)C2)cc1 (stereo not drawn)	-15	-2%	-9	-2%	1%	5	-2%	3	6%	-9%
CCOc1ccccc1OCC(O)CNC (stereo not drawn)	-7	9%	nt	2%	nt	-1	nt	-1	nt	nt

Next part.
SMILES	KCNH2 3.1 block	TCR activator	TSHR antagonist	Mito fusion act	USP2a block	hERG WT inh	ELG1 DNA repair	TRPV1 ag	A-T KAP1 phos	Eya2 inh
CC(C)CCNC(=O)c1cc(S(=O)(=O)N2CCCCC2)ccc1N1CCOCC1	5	-4%	4	-4%	-1%	10	-4%	?	-14%	3%
Cc1ccc2c(COC(=O)CNC(=O)c3ccco3)cc(=O)oc2c1C	-2	1%	4	nt	0%	3	1%	nt	43%	-1%
COc1cccc(C(=O)N2CCN(C(=O)c3cccc(F)c3)CC2)c1	16	-1%[46.1 µM]	-3	-1%	-1%	-1	-15%	7	-3%	10%
O=C(O)CC(NC(=O)OCc1ccccc1)c1ccc(Br)cc1 (stereo not drawn)	4	1%	7	-1%	-1%	0	3%	3	1%	-17%
CCOC(=O)c1c(C)[nH]c(C(=O)COC(=O)CNC(=O)c2ccc(Cl)cc2)c1C	8	4%[46.1 µM]	4	-1%	-1%	2	30%	0	-4%	-5%
CCc1ccccc1Nc1nc2ccccc2n1C(C)C	14	4%	8	-5%	1%	-2	6%	5	1%	8%
CCOC(=O)c1c(-c2ccccc2)csc1NC(=O)C(C)NCc1ccco1 (stereo not drawn)	-21	-16%[46.1 µM]	-10	?	-1%	3	?	15	5%	-7%
FC(F)(F)c1cccc(OCCN2CCN(Cc3ccccc3)CC2)c1	-2	-8%[46.1 µM]	5	11%	-1%	35	-13%	1	2%	-7%
CC(OC(=O)/C=C/c1cccc(Cl)c1)C(=O)NC1CCCCC1C (stereo not drawn)	-9	2%	-1	7%	1%	-4	23%	2	9%	2%
CCOC(=O)C1=C(CBr)NC(=O)NC1C (stereo not drawn)	-9	1%	-2	4%	0%	0	-7%	0	8%	7%
O=C(O)/C=C\C(=O)Nc1ccc(F)c(F)c1F	3	-1%	-3	0%	-5%	-7	19%	-2	5%	10%
CCc1ccc(-n2c(SCC(=O)c3ccc4c(c3)NC(=O)CO4)nc3ccccc3c2=O)cc1	-13	7%	18	4%	2%	-24	?	-1	0%	7%
O=C(COC(=O)/C=C/c1ccc(Cl)cc1)NC1CC1	11	-3%	-8	nt	?	-2	0%	nt	-8%	-36%
O=C(Cc1ccc(F)cc1)Nc1nc(-c2ccc(F)c(F)c2)cs1	-9	1%	-47	0%	0%	-1	-2%	?	12%	-5%
CCOc1ccc(C(=O)Nc2nc(C)cc(C)n2)cc1[N+](=O)[O-]	3	-2%[46.1 µM]	-6	-1%	3%	-1	8%	-5	7%	8%
CC1=C(C(=O)OC(C)C)C(c2cccc(F)c2)n2ncnc2N1 (stereo not drawn)	11	8%	1	-2%	0%	-15	-14%	13	-6%	-20%
CC(C)(C)c1ccc(/C=N/n2cnnc2)cc1	-12	2%	-3	2%	4%	-4	14%	27	-7%	12%
COc1ccc(/C(N)=N/OC(=O)CCC2CCCC2)cc1OC	-27	9%	0	-7%	-1%	-5	18%	4	13%	6%
N#CC1=C2SCN(Cc3ccco3)CN2C(=O)CC1c1cccc2ccccc12 (stereo not drawn)	1	-1%	5	7%	-1%	0	1%	12	1%	20%
O=C(Nn1cnc2ccccc2c1=O)c1ccccc1Cl	-9	3%	4	0%	1%	-1	25%	0	-4%	7%
CN1C(=S)NC(C)(C)CC1(C)c1ccc(O)cc1O (stereo not drawn)	-2	-1%[46.1 µM]	7	0%	1%	7	-3%	-2	-1%	-9%
O=C(CSc1oc(-c2ccco2)nc1S(=O)(=O)c1ccccc1)NCC1CCCO1 (stereo not drawn)	-18	4%	9	-2%	4%	-6	10%	-1	2%	-18%
Cc1cc(Cl)c(Cl)cc1S(=O)(=O)NCCCn1ccnc1	-3	-7%	-9	1%	-6%	-3	-5%	4	-1%	-11%
CCC(=O)c1cc2c(cc1NC(=O)C(C)C)OCCO2	11	-28%	4	-3%	1%	-10	6%	7	2%	-2%
Cc1cc2cc(CN(CC3CCCO3)C(=O)c3cnccn3)c(=O)[nH]c2cc1C (stereo not drawn)	11	1%	12	-2%	4%	-6	6%	0	-10%	3%
O=C(CSc1nnc(CNC(=O)c2ccco2)o1)Nc1nc2ccccc2s1	-17	-3%	-10	-10%	-1%	nt	?	-2	2%	0%
O=S(=O)(c1cccc2cccnc12)N1CCN(c2ccc(F)cc2)CC1	-30	5%	-14	-4%	0%	nt	1%	0	2%	-8%
CCCc1c(C(=O)NNc2cc(C(F)(F)F)ccc2Cl)cnn1-c1ccccc1	3	-5%	-9	-4%	11%	2	-19%	2	-6%	20%
O=C(Nc1ccc(Cl)cc1F)C1CCN(S(=O)(=O)c2cccc3nonc23)CC1	-9	-5%	30	5%	-1%	2	?	-4	3%	9%
CCOC(=O)c1sc2nc(C)nc(SCC(=O)N(C)C3CCS(=O)(=O)C3)c2c1C (stereo not drawn)	2	5%	7	1%	6%	3	-15%	-3	-3%	7%
CCCN1CCN(S(=O)(=O)c2ccc(-c3cc(C)no3)s2)CC1	3	-18%	-2	-2%	1%	-4	2%	10	-10%	-5%
N=c1n(CCOc2ccccc2)c2ccccc2n1CCN1CCOCC1	1	7%	-2	4%	-1%	10	-9%	-2	-4%	4%

An excerpt; rates above refer to the full screens.
